HP1b chromo inh – HTS for Inhibitors of HP1-beta Chromodomain Interactions with Methylated Histone Tails; AlphaScreen HP1-beta / biotin-H3K9me3 peptide binding; Potency, µM (top dose mostly 114 µM), inactives show top-dose activity change, negative = inhibition, actives largely listed as inhibitors; 390,000 compounds, 0.56% hits; AID 540317, 2011; note: nearly all actives have a fitted effect of over 70% in size; inactives centre near 23
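HP1-beta protein (50 nM final) preincubated 30 min at room temperature with biotinylated H3(1-18)K9me3 peptide (50 nM) in PBS pH 7.4, 0.01% Tween-20, then compound added for 30 min. AlphaScreen streptavidin donor/nickel chelate acceptor beads (10 ug/mL final), 30 min dark, luminescence read.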
ALOX12 inh – Primary qHTS assay for inhibitors of human arachidonate 12S-lipoxygenase (ALOX12): Round 2 | Potency, µM (top dose mostly 108 µM), inactives show at the highest dose activity change, negative = inhibition, actives largely listed as inhibitors | Polyunsaturated fatty acid lipoxygenase ALOX12 (Homo sapiens), P18054 | 580,000 compounds, 1.1% hits | purified 12hLO, xylenol orange hydroperoxide absorbance; note: % is set by controls: 0 for no effect and ±100 for the full control effect
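Purified human 12hLO at 150 nM in 25 mM Hepes, 0.01% Triton X-100, pH 7.0, preincubated 15 min at room temperature with compound. Reaction started with 40 uM arachidonic acid, 30 min at room temperature. Hydroperoxide measured by Fe-xylenol orange, 573/405 nm absorbance ratio.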
JMJD2A Tudor – qHTS Assay for Inhibitors of JMJD2A-Tudor Domain. Lysine-specific demethylase 4A (Homo sapiens), O75164. AlphaScreen JMJD2A-Tudor / H3K4me3 peptide binding. Potency, µM (titrated, usually from 114 µM), for inactives: at the top dose activity change, negative = inhibition, actives largely listed as inhibitors. 390,000 compounds, 4.4% hits. AID 504339, 2011; note: % is set by controls: 0 for no effect and ±100 for the full control effect; nearly all actives have a fitted effect of over 50% in size
GLS inhibitor – qHTS for Inhibitors of Glutaminase (GLS); Glutaminase kidney isoform, mitochondrial (Homo sapiens), O94925; GLS enzymatic activity, qHTS titration; Potency, µM (titrated, usually from 45.5 µM), for the others: at the top dose activity change, negative = inhibition, usual class: inhibitors; 410,000 compounds, 0.21% hits; AID 624170, 2012; note: % is set by controls: 0 for no effect and ±100 for the full control effect
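hKGA; 45 mM KH2PO4 pH 8.2 + 0.02% Tween-20; cpd via pin tool; 1 mM Gln soln; GluOx/HRP/Amplex Red; RT 30 min; fluor. t0 & final.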
ERG-DNA inh – qHTS for Small Molecule Inhibitors of the ERG Ets/DNA interaction; fluorescence polarization, His-ERG Ets domain / labelled DNA; Potency, µM (top dose mostly 76.9 µM), for inactives: top-dose FP activity, negative = inhibition, hits mostly inhibitors; 370,000 compounds, 0.028% hits; AID 624246, 2012; Transcriptional regulator ERG (Homo sapiens), P11308; active = well fitted inhibition curve with a large enough effect in the polarisation, with a control signal flat; inconclusive = small, poorly fitted or top-dose-only effect, or effect the other way, or a change in a side signal; inactive = no such curve, though single readings can be large or run the other way; the % refers to the polarisation;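 note: polarization taken with two DNA probes labelled with fluorescein and Texas red; % of control where 0% means no effect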
Target sequence (P11308 whole entry, looked up, the tested form may be a part): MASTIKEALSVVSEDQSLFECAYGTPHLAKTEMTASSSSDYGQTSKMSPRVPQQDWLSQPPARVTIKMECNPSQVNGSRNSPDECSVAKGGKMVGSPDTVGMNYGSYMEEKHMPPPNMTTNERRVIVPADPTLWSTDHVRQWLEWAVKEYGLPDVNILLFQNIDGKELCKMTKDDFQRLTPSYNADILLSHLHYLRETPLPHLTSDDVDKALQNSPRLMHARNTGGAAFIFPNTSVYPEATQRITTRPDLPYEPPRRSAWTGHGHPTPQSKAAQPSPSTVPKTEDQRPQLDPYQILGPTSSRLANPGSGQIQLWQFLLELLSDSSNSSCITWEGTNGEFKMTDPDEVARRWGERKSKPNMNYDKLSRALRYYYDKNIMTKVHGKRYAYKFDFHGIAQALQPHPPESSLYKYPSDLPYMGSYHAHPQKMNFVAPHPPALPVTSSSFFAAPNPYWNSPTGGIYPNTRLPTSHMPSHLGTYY
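His-tagged ERG Ets domain (1 uM in the protein solution; 300mM KCl, 50mM Tris-HCl, 1mM EDTA, 1mM DTT, pH 7.5) received compound, then a probe mix of 5 nM fluorescein-DNA and 100nM Texas-615-DNA. Fluorescence polarization was read for both dyes.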
RGS4 inhibitor – Inhibitors of Regulator of G Protein Signaling (RGS) 4: qHTS. Potency, µM (top dose mostly 114 µM), for the others: at the top dose activity change, negative = inhibition, actives largely listed as inhibitors. Regulator of G-protein signaling 4 (Homo sapiens), P49798. 390,000 compounds, 0.039% hits. Transcreener GDP fluorescence polarization, RGS4-accelerated GTP hydrolysis; note: % is set by controls: 0 for no effect and ±100 for the full control effect; nearly all actives have a fitted effect of over 75% in size; some results filed as inactive show a strong effect at the top dose
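MLSMR compounds (23 nl, pin-transferred) preincubated 10 min at room temperature with a 500nM (2x) first reagent, then RGS4 at 900nM (2x) plus Transcreener GDP mix added; fluorescence polarization (620/688 nm) read before and after 90 min at 30 °C.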
Pin1 inh – qHTS Assay to Find Inhibitors of Pin1 | Pin1 FP peptide displacement, HiFluor488, 10 min | AID 504891, 2011 | 390,000 compounds, 0.009% hits | Peptidyl-prolyl cis-trans isomerase NIMA-interacting 1 (Homo sapiens), Q13526 | Potency, µM (top dose mostly 115 µM), for inactives: top-dose activity, negative = inhibition, hits mostly inhibitors; active = well fitted inhibition curve with a large enough effect in the polarisation, with a control signal flat, not every such curve was filed as active; inconclusive = small, poorly fitted or top-dose-only effect, or effect the other way, or a change in a side signal; inactive = no such curve, though single readings can be large or run the other way; the % refers to the polarisation; note: % is set by controls: 0 for no effect and ±100 for the full control effect
PGK inhibitor – qHTS Assay to Find Inhibitors of Phosphoglycerate Kinase. Phosphoglycerate kinase, glycosomal (Trypanosoma brucei brucei), P07378. PGK/GAPDH coupled, Kinase-Glo luminescence, 60 min. Potency, µM (highest dose often 57.5 µM), inactives show at the top dose activity change, negative = inhibition, actives largely listed as inhibitors. 380,000 compounds, 0.043% hits. AID 602233, 2012; note: % is set by controls: 0 for no effect and ±100 for the full control effect; nearly all actives have a fitted effect of over 60% in size
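Luminescent ATP detection (Kinase-Glo Plus) follows a 60-minute room-temperature incubation, with wells lacking PGK as controls. Buffer: 100 mM TEA (pH 7.6), 5 mM MgCl2, 0.01% Tween-20. Coupling enzyme GAPDH (100 nM final) supplies unstable 1,3-BPG in-well.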
TrxR1 inh – qHTS Assay for Inhibitors of Mammalian Selenoprotein Thioredoxin Reductase 1 (TrxR1): qHTS; Thioredoxin reductase 1, cytoplasmic (Rattus norvegicus), O89049; recombinant rTrxR1, NADPH fluorescence consumption, selenite substrate; Potency, µM (titrated, usually from 114 µM), inactives show top-dose activity change, negative = inhibition, hits mostly inhibitors; 390,000 compounds, 1% hits; AID 588453, 2011; note: % is set by controls: 0 for no effect and ±100 for the full control effect; nearly all actives have a fitted effect of over 65% in size
Target sequence (O89049 whole entry, looked up): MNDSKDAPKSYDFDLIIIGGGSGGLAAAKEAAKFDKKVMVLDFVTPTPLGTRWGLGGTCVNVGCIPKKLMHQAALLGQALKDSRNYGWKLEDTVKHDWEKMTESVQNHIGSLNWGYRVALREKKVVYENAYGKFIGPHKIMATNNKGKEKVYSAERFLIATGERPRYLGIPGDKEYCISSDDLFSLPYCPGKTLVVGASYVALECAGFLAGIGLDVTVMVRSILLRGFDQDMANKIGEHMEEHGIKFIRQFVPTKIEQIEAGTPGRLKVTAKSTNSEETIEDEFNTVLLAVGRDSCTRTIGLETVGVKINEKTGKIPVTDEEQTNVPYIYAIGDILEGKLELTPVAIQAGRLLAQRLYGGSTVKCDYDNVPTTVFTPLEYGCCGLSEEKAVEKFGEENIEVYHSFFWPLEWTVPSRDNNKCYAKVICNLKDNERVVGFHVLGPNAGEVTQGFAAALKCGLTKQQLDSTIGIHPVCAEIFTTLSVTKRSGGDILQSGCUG
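Rat TrxR1 (90 nM in the dispensed reagent) was pre-reduced with 400 uM NADPH for 5 min at room temperature, then incubated with compound for 15 min. After 400 uM selenite was added, NADPH fluorescence (Ex 340/Em 450 nm) was followed for 8 min.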
Starred values were filed as active, the others as inactive; i = inactive; ? = inconclusive; / = no result given; & = joins results of further samples; [ ] = dose if it differs, or a comment. Unless noted, calls come from the whole dose curve; as a rule, active = well fitted curve in the direction sought with a large enough effect; inconclusive = small, poorly fitted or top-dose-only effect, or another doubt; inactive = no such curve, though single readings can be large; an effect the other way counts as inactive or inconclusive. Potency is the fitted concentration of half-maximal effect. Some of the compounds tested. The share of hits here may be higher or lower than overall.

SMILES | HP1b chromo inh | ALOX12 inh | JMJD2A Tudor | GLS inhibitor | ERG-DNA inh | RGS4 inhibitor | Pin1 inh | PGK inhibitor | TrxR1 inh
Cc1csc(NC(=O)CCC(=O)N(CC(=O)NC2CCCC2)Cc2ccco2)n1 | 42%[activator] | -22% | -8% | 6% | 2% | -37% | -4% | -3% | 28%
CCn1cc(CN2CCC(n3nccc3NC(=O)CCOc3ccccc3)CC2)cn1 | 25% | 9% | -3% | 5% | -2% | 7% | -1% | 11% | 7%
COc1ccc(CCNC(=O)C(=O)NCC2OCCN2C(=O)c2ccc(Cl)cc2)cc1 (stereo not given) | 18% | i | -5% | -3% | 2% | 27% | 14% | -4% | 27%
O=C1CC(N2CCC(c3nc4ccccc4[nH]3)CC2)C(=O)N1c1ccccc1F (stereo not given) | -4% | -18% | -19% | 0% | -2% | -19% | 5% | -1% | 11%[57.1 µM]
COc1ccc(S(=O)(=O)N2CCOCC2)cc1NC(=O)c1cc(C)oc1C | -1% | 13% | -28% | 2% | 4% | -13% | -2% | -11% | -10%
Cc1cc(Cl)ccc1OCC(=O)NNC(=O)c1ccco1 | 18% | 430%[activator] | -7% | 32% | 12% | 14% | -5% | -7% | -4%
COc1cc(C2C(C#N)=C(N)OC3=C2C(=O)CC(C)(C)C3)c([N+](=O)[O-])cc1OC (stereo not given) | -8% | ? | -11% | 8% | 4% | -16% | ? | -2% | -19%
FC(F)(F)c1ccccc1NC1=NCCC1 | 28% | 39%[activator] | 12% | 13% | 7% | ? | 1% | 3% | 11%[57.1 µM]
COc1ccc(CCNS(=O)(=O)c2ccc3c(c2)c(=O)n(C)c(=O)n3C)cc1OC | 43%[activator] | -30% | -14% | 12% | 0% | -15% | -5% | 4% | -3%
COc1ccc(C2CC(=O)c3cc(-c4nc(-c5ccc(Cl)cc5)c(C)s4)c(=O)[nH]c3C2)cc1 (stereo not given) | 42%[activator] | -11% | -9% | -4% | -1% | -8% | 32%[activator] | 3% | 25%
CC(C)(O)[C@@H]1[C@@H]2C[C@@]3(CC[C@]4(C)C(CCC5[C@@]6(C)CC[C@H](O)C(C)(C)C6CC[C@]54C)[C@@H]13)C(=O)O2 (stereo not given in full) | 7% | / | -16% | -1% | -6% | 8% | 4% | -3% | 17%
CC1(C)C2CCC(C2)C1(C)NC(=O)C[N+](C)(C)C (stereo not given) | 32%[activator] | 9% | 4% | -1% | 3% | -1% | -2% | -2% | 4%
CNCCCOc1ccc(C)cc1OC | -37% | ? | 1.6µM* | -10% | 3% | -5% | -13% | 7% | -13%[57.1 µM]
Cc1ccc(CNC(=O)C2CCN(C(=O)c3cnn(-c4ccccc4)c3-n3cccc3)CC2)cc1 | 14% | -9% | -14% | 2% | -6% | 27% | 1% | / | 6%
Cc1cccc2sc(NC(=O)CN3C(=O)NC4(CCCC4)C3=O)nc12 | 52%[activator] | 30% | -4% | -15% | -9% | -27% | -9% | -8% | -12%
COc1cc(C2C(C#N)=C(N)OC3=C2C(=O)CCC3)ccc1OC(=O)N1CCOCC1 (stereo not given) | 19% | 1%&1% | -21% | 16% | / | -3% | 7% | 2% | 7%
COc1ccccc1CCNC(=O)/C(=C/c1cccnc1)NC(=O)c1ccccc1 | 34%[activator] | -3% | -7% | 7% | 1% | 5% | 3% | / | 15%
Cc1ccc(C(=O)N2CCN(S(=O)(=O)N3CCCCCC3)CC2)cc1 | 19% | -1% | 4% | -1% | -1% | -19% | -10% | 0% | 34%
CC(=O)c1ccc(OCc2cc(=O)n3ccsc3n2)cc1 | 36% | -6% | -9% | -2% | -14% | 1% | -12% | -5% | -1%
Cc1cccnc1NC(=O)CCCNC(=O)c1ccc(Cl)cc1 | 27% | 10% | -2% | -1% | 1% | -7% | -9% | 1% | 16%

Some of these compounds in order of formula weight, falling.
SMILES | HP1b chromo inh | ALOX12 inh | JMJD2A Tudor | GLS inhibitor | ERG-DNA inh | RGS4 inhibitor | Pin1 inh | PGK inhibitor | TrxR1 inh
COc1ccccc1CCNC(=O)/C(=C/c1cccnc1)NC(=O)c1ccccc1 | 34%[activator] | -3% | -7% | 7% | 1% | 5% | 3% | / | 15%
CC(=O)c1ccc(OCc2cc(=O)n3ccsc3n2)cc1 | 36% | -6% | -9% | -2% | -14% | 1% | -12% | -5% | -1%
CC1(C)C2CCC(C2)C1(C)NC(=O)C[N+](C)(C)C (stereo not given) | 32%[activator] | 9% | 4% | -1% | 3% | -1% | -2% | -2% | 4%

Next results.
SMILES | HP1b chromo inh | ALOX12 inh | JMJD2A Tudor | GLS inhibitor | ERG-DNA inh | RGS4 inhibitor | Pin1 inh | PGK inhibitor | TrxR1 inh
CC(=O)c1cccc(NC(=O)NC(C)c2ccncc2)c1 (stereo not given) | 24% | 0% | -12% | 2% | -1% | 28% | 5% | -1% | -23%[57.1 µM]
O=C(/C=C/c1ccc(Cl)cc1Cl)NC(=S)Nc1ccc(CN2CCOCC2)cc1 | 15% | -9% | -18% | 18% | -9% | -7% | 3% | 0% | 8%
CC1(C)Cc2cccc(OCC(=O)N3CCN(S(=O)(=O)c4ccccc4)CC3)c2O1 | 11% | -4% | 8%[57.1 µM] | 1% | -2% | 30%[11.4 µM] | 1% | -7% | 17%
COc1ccccc1NC(=O)c1c(NCc2ccc(C)o2)sc2c1CCC(C)C2 (stereo not given) | -5% | -32% | ? | -34% | 0% | ? | 2% | -4% | 6%[57.1 µM]
C=C(C)CSc1nc2sc3c(c2c(=O)n1C1CCCCC1)CCN(C)C3 | 17% | -15% | ? | ? | 9% | 17% | 48%[activator] | 7% | -2%
Cc1cc(C(=O)Nc2sc(C)c(C)c2C#N)no1 | 11% | -24% | -12% | 21% | -3% | ? | 0% | -7% | 1%
Cc1ccc(S(=O)(=O)N2CCN(C(=O)N3CCOCC3)CC2)cc1C | 29% | 61%[activator] | -3% | -6% | 2% | 13% | -6% | -5% | 19%[57.1 µM]
Cc1cccc(NC(=S)NC2CC3CCCC(C2)N3CC(C)C)c1C (stereo not given) | 26% | 0% | -18% | 25% | 4% | -8% | 0% | -1% | ?
O=C(O)c1c2c(nc3ccc(S(=O)(=O)N4CCC(C(=O)N5CCCCC5)CC4)cc13)CCCC2 | 18% | ? | -17% | -10% | 1% | 4% | 4% | i | -2%
CC1CCCCN1CC(=O)c1c[nH]c2ccccc12 (stereo not given) | 23% | 11% | -1% | 0% | -6% | -15% | 3% | i | 15%[57.1 µM]

The final 2 entries of the section above lead into the next.
SMILES | HP1b chromo inh | ALOX12 inh | JMJD2A Tudor | GLS inhibitor | ERG-DNA inh | RGS4 inhibitor | Pin1 inh | PGK inhibitor | TrxR1 inh
O=C(O)c1c2c(nc3ccc(S(=O)(=O)N4CCC(C(=O)N5CCCCC5)CC4)cc13)CCCC2 | 18% | ? | -17% | -10% | 1% | 4% | 4% | i | -2%
CC1CCCCN1CC(=O)c1c[nH]c2ccccc12 (stereo not given) | 23% | 11% | -1% | 0% | -6% | -15% | 3% | i | 15%[57.1 µM]
O=C(c1ccco1)N1CCN(Cc2ccc(Br)cc2)CC1 | 20% | / | -5% | -3% | -5% | 17% | -4% | 0% | 15%
Cc1cc(C)nc(SCc2nnc(SCC(=O)Nc3ccc(C)c(C)c3)o2)n1 | 21% | 0% | -9%[57.1 µM] | -5% | 16% | 13%[11.4 µM] | 0% | -1% | 5%[57.1 µM]
CCOc1ncccc1C(=O)NCCc1ccc(S(N)(=O)=O)cc1 | 21% | -18% | -4% | 5% | 12% | -4% | -4% | -4% | 18%
COc1ccc(N2CCN(C(C)C(=O)Nc3nnc(C)s3)CC2)cc1 (stereo not given) | -3% | -16% | ? | 43% | -7% | -10% | 74%[activator] | i | 9%[57.1 µM]
COc1ccccc1C(CC(N)=O)c1ccco1 (stereo not given) | 10% | 207%[activator] | -16% | -9% | 6% | -30% | 10% | i | -12%
Cc1ccc(S(=O)(=O)N2CCc3ccccc3C2CN2C(=O)c3ccccc3C2=O)cc1 (stereo not given) | 12% | -5% | -8% | 2% | -1% | 19% | 0% | 14% | 17%
Cc1cc2c(cc1C)CSC(c1ccc3ccccc3c1O)SC2 | -20% | 0% | -8%[57.1 µM] | 4% | 6% | 4%[56.9 µM] | -11% | -7% | -5%
Cc1nonc1C(=O)N/N=C/c1ccc([N+](=O)[O-])o1 | 25% | -13% | -11% | 0% | 0% | -11% | 2% | -10% | ?

Compound activity (PubChem)
